# Compound activity as filed in PubChem.
# F508del corr – F508del CFTR correction, initial screen, CFBE line, single point; CFBE cells, YFP halide quenching; stimulated with forskolin plus potentiator P3; % fluorescence drop versus neutral controls; activity (quench increase), % at 7.58 µM; 350,000 compounds, 0.36% hits; AID 720511, 2013;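 active = mean added fluorescence quench of at least 8% versus neutral control, with both replicates also reaching 8%; inconclusive = only one of the mean or replicate conditions met; inactive = mean below 8% and not both replicates reaching 8%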;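 also: cells transiently co-express mutant CFTR-F508del with the halide-sensitive YFP; corrector assay measuring rescue of mutant channel to the surface after 24 h compound exposure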
# ARNT-TACC3 inh – disruptors of ARNT/TACC3 protein interaction, primary screen, biochemical, AlphaScreen, single concentration. Transforming acidic coiled-coil-containing protein 3 (Homo sapiens), Q9Y6A5. AlphaScreen His-ARNT PAS-B/GST-TACC3 binding, luminescence; TACC3 fragment carries E629A point mutation. inhibition, % at 9.99 µM. 390,000 compounds, 0.66% hits. AID 623870, 2012;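 active = mean inhibition of replicates at least 50% and at least half of replicates each reaching 50%; inconclusive = half or more replicates reach 50% but mean below 50%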;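 also: 0% = complete ARNT plus TACC3 wells and 100% = ARNT alone without TACC3; many hits fall short of the cut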
# INS-1E GSIS act – GLuc luminescence reporter in INS-1E cells, primary screen for activators of glucose-dependent secretion of insulin; 370,000 compounds, 0.61% hits; activation, % at 16.6 µM; AID 743287, 2014; INS-1E GLuc reporter insulin secretion, 2-3 h;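 active = lowest replicate activation of at least 40%, so every replicate reaches that level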;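 also: 0% = median of neutral control wells and 100% = median of IBMX positive control wells; some compounds called inactive have numbers as strong as hits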
# XiGFP reactiv – activators of inactive X chromosome reactivation, primary screen, imaging, XiGFP fibroblasts, GFP high-content imaging, set 2; XiGFP mouse fibroblasts, % GFP-positive cells imaging, 3 d; cells co-treated with 5-aza-dC sensitizer; scaled so ellipticine positive control = 100%; activation, % at 7.58 µM; 360,000 compounds, 0.055% hits; AID 743238, 2013;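 active = mean normalized replicate activation at least 10% and every replicate at or above 10%; inconclusive = only one of the two criteria met; inactive = mean below 10% and not all replicates reach 10%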;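 also: 0% = median of on-plate neutral control wells and 100% = ellipticine 6 µM median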
#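 Assay system – SV40-immortalized XiGFP fibroblast cells, line 68-5-11 · Buffer or medium – DMEM supplemented with 5-aza-dC as sensitizing agent · Dosing – one concentration, pinned · Benchmarks – positive control ellipticine, 6 µM final · Times – 3 days compound exposure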
# EWS-Fli inh – EWS/Fli-driven NR0B1 reporter inhibitors, primary screen, A673 cells, NR0B1 luciferase, luminescence, MLPCN library; viability-normalised; inhibition, % at 12.6 µM; 350,000 compounds, 0.67% hits;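 active = mean inhibition of at least 50% after viability correction, with every replicate also passing that limit; inconclusive = mean reaches 50% but only one of two replicates passes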;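 also: firefly luciferase signal divided by Alamar Blue viability fluorescence both relative to DMSO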
# ERp5 inh – inhibitors of ERp5-driven insulin aggregation, primary screen, biochemical, turbidity, absorbance 650 nm, single point; inhibition, % at 9.99 µM; 90 min; 350,000 compounds, 0.05% hits;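 active = mean replicate inhibition above about 25%, with every replicate also reaching it, limit read from the data, passing the limit was not always enough; inconclusive = only one of those two criteria met; inactive = neither criterion met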
# Target sequence (Q15084 whole entry, looked up): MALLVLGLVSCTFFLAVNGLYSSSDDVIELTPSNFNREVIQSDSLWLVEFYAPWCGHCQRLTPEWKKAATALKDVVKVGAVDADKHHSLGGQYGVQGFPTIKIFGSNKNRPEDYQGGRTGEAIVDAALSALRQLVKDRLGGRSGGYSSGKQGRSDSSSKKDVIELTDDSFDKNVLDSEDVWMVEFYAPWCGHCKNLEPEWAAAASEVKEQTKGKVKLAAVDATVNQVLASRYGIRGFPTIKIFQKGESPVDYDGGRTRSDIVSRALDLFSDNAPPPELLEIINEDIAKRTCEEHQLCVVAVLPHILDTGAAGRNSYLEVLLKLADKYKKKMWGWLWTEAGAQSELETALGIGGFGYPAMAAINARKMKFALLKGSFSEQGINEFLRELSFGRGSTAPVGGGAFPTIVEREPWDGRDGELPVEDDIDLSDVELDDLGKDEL
# DENV2 CPE rescue – inhibitors of DENV2 cytopathic effect, primary screen, cell-based, plate reader, single concentration. DENV2-infected cells, cytopathic effect rescue. CPE inhibition, % at 9.99 µM. 350,000 compounds, 1.7% hits. AID 651640, 2012; in the data active = CPE inhibition above about 20%, passing the limit was not always enough; inconclusive = no clear call, values can overlap the other calls; tested in BHK-21 cells;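 also: 0% = median of neutral control wells and 100% = median of positive control wells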
# PAX8 reporter – inhibitors of PAX8-driven TPO luciferase reporter, primary screen, RMG-I cells, single concentration; inhibition, % at 12.6 µM; 360,000 compounds, 1.2% hits; AID 652154, 2013; SteadyGlo, 24 h;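 active = mean replicate inhibition at least 60% with every replicate also reaching 60%; inconclusive = only one of the two criteria is met; inactive = mean below 60% and not all replicates reaching 60%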;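 also: luciferase light reporting Pax8 driven TPO promoter activity; plate controls were median of neutral control wells for no effect and mitoxantrone controls for full effect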
# Active calls of the source: *; ? = inconclusive; . = not tested or not shown; & = joins results of further samples. Rows are unselected, and some 4.2% of all compounds hit somewhere here.
# Sequence of screens – F508del corr, ARNT-TACC3 inh, INS-1E GSIS act, XiGFP reactiv, EWS-Fli inh, ERp5 inh, DENV2 CPE rescue, PAX8 reporter
1	Cc1nn(Cc2noc(C(=O)NCC3CCCO3)n2)c(C)c1Br (stereo not drawn)
    2.2, -9, -1, 0.0, ., 0, -6, -6
2	CCN(C(=O)CN1C(=O)CN(C)C1=O)c1cccc2ccccc12
    -1.2, 20, -1, 0.3, 1, 0, -3, .
3	CO[C@@H]1CC[C@@H]2CCN(C)C(=O)[C@H](C)[C@H](OC)CN(C)C(=O)c3cccc(C#N)c3OC[C@H]1O2
    0.6, -18, 22, -0.1, -6, -5, -5, -9
4	COCC(=O)N1CC2(C1)CN(Cc1ccccc1F)[C@@H](CO)c1[nH]c3cc(OC)ccc3c12
    -0.7, ., -4, 0.0, -4, -5, 11, .
5	CCCC#Cc1ccc2c(c1)O[C@H](CN(C)S(=O)(=O)c1cccc(F)c1)[C@H](C)CN([C@H](C)CO)S2(=O)=O
    -1.6, -9, -11, -0.6, 14, -1, -9, .
6	COc1ccc2c3c(n(C)c2c1)[C@H](CO)N(C(=O)c1cnccn1)CC31CN(C)C1
    0.9, ., 5, 0.3, -4, 3, 9, -18
7	COc1cccc(CNC(=O)C[C@@H]2C=C[C@H](NC(C)=O)[C@@H](CO)O2)c1
    0.7, -4, -9, -0.6, 5, -3, 14, -1
8	CCOc1ccc(S(=O)(=O)N2CCC(c3ccccc3)CC2)cc1C(=O)O
    -0.4, 2, -4, 0.0, -4, 0, -3, -26
9	O=C(N/N=C/c1ccc(C(F)(F)F)cc1)c1ccc(O)cc1
    1.3, 17, 3, 0.2, -44, -2, -4, -8
10	CN1c2ccc(-c3cccc(F)c3)cc2[C@H]2[C@H](CCN2C(=O)c2ccncc2)[C@H]1CO
    1.8, -1, -4, 0.5, -2, ., ., 3
11	Cc1noc(C)c1S(=O)(=O)Nc1ccc2c(c1)C(=O)N([C@H](C)CO)C[C@@H](C)[C@H](CN(C)Cc1ccc(C(F)(F)F)cc1)OCCCC[C@@H](C)O2
    2.5, -2, -15, -0.1, ., 0, -4, ?
12	CC1(C)SC2C(NC(=O)COc3ccccc3)C(=O)N2C1C(=O)O (stereo not drawn)
    1.8&2.5, -3&-4, -4, 0.1&-0.3, -13&4, 3&6, 6&0, -16&-1
13	COc1cccc(C#Cc2ccc([C@@H]3[C@@H](CO)N4C(=O)CN(C(=O)C5CC5)C[C@@H]34)cc2)c1
    1.7, ., -20, 0.2, 10, -3, -4, -3
14	CCn1c(CNC(=O)c2ccccc2F)nnc1SCc1nc2ccccc2c(=O)[nH]1
    -0.4, ., -6, 0.1, 2, 0, -2, -4
15	COc1cccc(CC2(CO)CCN(Cc3cccn3-c3cccnc3)CC2)c1
    0.8, -1, -7, 0.0, -2, -4, 19, 20
16	COCCNc1ncnc2c1[nH]c1ccccc12
    0.7, 13, -3, 0.0, 14, 3, -2, 25
17	CC(=O)N/C(=C\c1ccc2c(c1)OCO2)C(=O)NC(C(=O)O)c1ccccc1 (stereo not drawn)
    -3.0, -22, 14, -0.3, -5, -5, -5, 2
18	CC(C)(C)NC(=O)c1ccc2c(c1)CCO2
    -0.4, -1, ., 0.2, -10, 0, 4, -30
19	C[C@@H]1CN([C@@H](C)CO)C(=O)c2cc(NC(=O)Nc3ccccc3)ccc2O[C@@H](C)CCCCO[C@@H]1CN(C)C(=O)Cc1ccccc1
    2.7, -19, 1, 0.0, 1, -3, 3, -20
20	N#CC1=C(N)OC2=C(C(=O)CCC2)C1c1cccs1 (stereo not drawn)
    -3.4, 1, 4, 0.0, -2, 0, 4, 7
21	O=C(C1=C[C@H](c2ccccc2)C[C@H](OCCCCO)O1)N1CCOCC1
    1.4, 3, -23, 0.0, 8, -3, -2, -7
22	O=C(Cc1ccc(Cl)cc1)NCC(=O)N1CCN(Cc2ccccc2)CC1
    -0.4, -11, -2, 0.0, ., -9, 7, 14
23	COc1ccc(NC(=O)C(=O)N/N=C(\C)CC(=O)Nc2ccccn2)c(OC)c1
    -16, -3, -7, 0.0, 5, 1, -3, -24
24	Cc1cc(S(=O)(=O)NCC(C)C)ccc1OCC(=O)NCC1CCCO1 (stereo not drawn)
    ., -6, 7, -0.1, ., ., ., -11
25	COc1ccc(NC(=O)N(C)C[C@H]2Oc3c(NS(=O)(=O)c4ccc(C)cc4)cccc3C(=O)N([C@@H](C)CO)C[C@H]2C)cc1
    -1.7, ., -18, 0.1, -7, -9, 13, -1
26	CN(C(=O)c1ccc(OC2CCN(S(=O)(=O)N(C)C)CC2)cc1)C1CCCCC1
    1.4, -3, -15, -0.1, -9, -5, 15, -2
27	CCc1cc(=O)oc2cc(C)cc(O)c12
    2.2, ., 6, 0.0, 12, 5, -9, -10
28	CC1CCCN(S(=O)(=O)c2ccc(Cl)s2)C1 (stereo not drawn)
    -0.3, -2, 13, 0.0, 4, 4, 8, 9
29	CCOC(=O)Cn1cnc2scc(-c3ccc(C)c(C)c3)c2c1=O
    1.9, -1, -14, 0.0, 25, -1, -1, 0
30	COc1cc(CNC(=O)OC2CC3CC2[C@H]2CCCCN2C3=O)cc(OC)c1 (stereo partly drawn)
    2.4, ., 16, 0.0, -7, 0, 3, -40

# Ordered by number of heavy atoms (low to high): part of the list above.
# Sequence of screens – F508del corr, ARNT-TACC3 inh, INS-1E GSIS act, XiGFP reactiv, EWS-Fli inh, ERp5 inh, DENV2 CPE rescue, PAX8 reporter
18	CC(C)(C)NC(=O)c1ccc2c(c1)CCO2
    -0.4, -1, ., 0.2, -10, 0, 4, -30
29	CCOC(=O)Cn1cnc2scc(-c3ccc(C)c(C)c3)c2c1=O
    1.9, -1, -14, 0.0, 25, -1, -1, 0
24	Cc1cc(S(=O)(=O)NCC(C)C)ccc1OCC(=O)NCC1CCCO1 (stereo not drawn)
    ., -6, 7, -0.1, ., ., ., -11
22	O=C(Cc1ccc(Cl)cc1)NCC(=O)N1CCN(Cc2ccccc2)CC1
    -0.4, -11, -2, 0.0, ., -9, 7, 14
23	COc1ccc(NC(=O)C(=O)N/N=C(\C)CC(=O)Nc2ccccn2)c(OC)c1
    -16, -3, -7, 0.0, 5, 1, -3, -24

# Next section.
# Sequence of screens – F508del corr, ARNT-TACC3 inh, INS-1E GSIS act, XiGFP reactiv, EWS-Fli inh, ERp5 inh, DENV2 CPE rescue, PAX8 reporter
31	CCCCCn1c(CNC(=O)CC)nc2ccccc21
    6.7, -2, -9, 0.0, 0, 0, -5, -9
32	O=C(CCN1N=C(c2ccccc2)CCC1=O)NCC1COc2ccccc2O1 (stereo not drawn)
    0.8, -4, -8, 0.0, 3, -2, -6, 20
33	O=C(COc1ccccc1)N=C1SC2CS(=O)(=O)CC2N1CCc1ccccc1 (stereo not drawn)
    1.6, -6, ., 0.0, -9, -1, -1, 0
34	C=CCOc1ccccc1CNc1ccccc1C
    ., 3, 22, 0.0, -51, 4, -1, 0
35	CC(=O)Nc1ccc(NC(=O)C2CC(=O)N(c3cccc(Cl)c3)C2)cc1 (stereo not drawn)
    -2.6, -1, 11, -0.1, 2, -4, -3, 3
36	S=C(Nc1ccccc1)Nc1ccc2ccccc2c1
    1.0, 3, -4, 0.1, -105, -4, ?, -204
37	COCCOC(=O)C1=C(C)NC2=C(C(=O)CC(C)(C)C2)C1c1ccc2c(c1)OCO2 (stereo not drawn)
    -1.1, -1, -1, ., 12, -1, 1, .
38	Cc1nnc(N/N=C/c2c(O)n(-c3cccc(C(F)(F)F)c3)c(=O)c3ccccc23)[nH]c1=O
    2.8, ., 12, 0.0, 1, 2, 0, 11
39	COc1cc2c(cc1O)C(CSC)Cc1cc3c(cc1N(C)CC2)OCO3 (stereo not drawn)
    2.2, ., ., 0.0, 4, 3, ?, 8
40	C[C@H](CO)N1C[C@H](C)[C@@H](CN(C)C)Oc2c(NC(=O)CCC(F)(F)F)cccc2C1=O
    -0.6, -5, 7, 0.0, 5, 1, 0, -8
41	C[C@H](CO)N1C[C@H](C)[C@H](CN(C)Cc2ccncc2)OCCCC[C@H](C)Oc2ccc(NC(=O)Nc3ccc(C(F)(F)F)cc3)cc2C1=O
    4.1, -5, -7, 0.4, 10, 1, 6, 71*
42	CC(C)COc1ccc(C(=O)Nc2sc3c(c2C(=O)O)CC(C)(C)OC3)cc1
    3.4, 3, -42, 0.1, 6, -4, -6, -6
43	NC(=O)CC(NC(=O)c1ccc(Br)cc1)c1ccc(N2CCCCCC2)c([N+](=O)[O-])c1 (stereo not drawn)
    3.4, 3, -35, 0.1, 23, -3, -8, 32
44	CN(C)S(=O)(=O)c1ccc(NC(=O)CCNC(=O)c2ccco2)cc1
    0.3, -36, -1, 0.0, 3, 0, 0, 2
45	C[C@H](CO)N1C[C@H](C)[C@@H](CN(C)S(=O)(=O)c2ccc3ccccc3c2)OCc2cnnn2CCCC1=O
    1.4&1.0&0.7, -5&-1, 9&-6, 0.2&-0.2, 5&-8&-1, 1&11&-1, -5&0&-2, -15&10
46	COc1cccc(/C=N/N2CCOCC2)c1O
    1.4, -4, 5, 0.5, -24, 1, 6, -78
47	N#C/C(=C/c1ccc(N2CCCCC2)o1)C(=O)NCCc1c[nH]c2ccccc12
    ., 1, -4, 119*, 6, 0, 3, 7
48	COc1ccccc1NC(=O)C1CC(O)CN1C(=O)Oc1ccccc1 (stereo not drawn)
    -3.0, -24, -6, 0.1, -4, 5, ?, -4
49	CCOc1ccc(N2C(=O)C3C(c4ccc(O)cc4)NC(CCSC)(C(=O)OC)C3C2=O)cc1 (stereo not drawn)
    0.4, ., -15, 0.0, 0, 6, -3, -4
50	Cn1c(CSCc2ccc(Cl)cc2)n[nH]c1=S
    -0.1, -4, 1, 0.2, 1, 3, -5, -14
51	CC(NC(=O)c1cc(F)c(F)c(F)c1F)c1ccc(-n2ccnc2)cc1 (stereo not drawn)
    -0.1, 4, -2, -0.1, 0, -7, -5, 2

# Compounds shown so far with a COOH group:
# Sequence of screens – F508del corr, ARNT-TACC3 inh, INS-1E GSIS act, XiGFP reactiv, EWS-Fli inh, ERp5 inh, DENV2 CPE rescue, PAX8 reporter
8	CCOc1ccc(S(=O)(=O)N2CCC(c3ccccc3)CC2)cc1C(=O)O
    -0.4, 2, -4, 0.0, -4, 0, -3, -26
12	CC1(C)SC2C(NC(=O)COc3ccccc3)C(=O)N2C1C(=O)O (stereo not drawn)
    1.8&2.5, -3&-4, -4, 0.1&-0.3, -13&4, 3&6, 6&0, -16&-1
17	CC(=O)N/C(=C\c1ccc2c(c1)OCO2)C(=O)NC(C(=O)O)c1ccccc1 (stereo not drawn)
    -3.0, -22, 14, -0.3, -5, -5, -5, 2
42	CC(C)COc1ccc(C(=O)Nc2sc3c(c2C(=O)O)CC(C)(C)OC3)cc1
    3.4, 3, -42, 0.1, 6, -4, -6, -6
